Compound activity deposited in PubChem BioAssay by several laboratories.
LYP act: activators of human LYP (PTPN22) phosphatase. activation, % at 2 µM. 96,000 compounds, 0.11% hits. recombinant LYP, DiFMUP fluorescence; 0 = plate median, 100 = signal doubled. Q9Y2R2;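 active = activation at 2 µM above a set limit, the mean plus 5 SD, cut at about 37% in these data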
HIV Rev-RRE inh: inhibitors of HIV-1 Rev-RRE RNA interaction; Rev peptide-RRE RNA binding, FRET; inhibition, % at 8 µM; 97,000 compounds, 0.79% hits; AID 704;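 active = inhibition above the screen-wide mean plus 3 SD, cut at about 35% in these data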;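 also: 0% = median DMSO wells and 100% = median Neomycin B control wells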
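Assay system: Labelled RRE RNA duplex and labelled Rev peptide | Times: 5 min preincubation and 15 min binding, 25 °C | Detection: FRET, ex 480 nm, em 540 and 671 nm | Evaluation: % inhibition of FRET ratio versus controls | Benchmarks: DMSO wells as 0% and neomycin B wells as 100% inhibition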
PTK2B oligo ant: Pyk2 (human) oligomerization antagonism; z-score (the deposit names both 25 µM and 10 µM); 99,000 compounds, 0.83% hits; Q14289; AID 1347419; Q293 cells, Pyk2 FERM NanoBiT luminescence; stronger effect = lower value;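 active = Z-score of -3 or lower, scaled per plate to the spread of control and sample wells; inactive = z-score above -3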;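 also: negative z-score means lost luminescence so less FERM oligomerization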
LYP inh 2: inhibitors of human LYP (PTPN22) phosphatase; AID 640; inhibition, % at 2 µM; recombinant LYP catalytic domain, DiFMUP fluorescence; 96,000 compounds, 0.21% hits;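 active = inhibition at 2 µM at or above a set limit, the screen mean plus 3 SD, cut at about 24% in these data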;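 also: 0% = DMSO with enzyme and 100% = enzyme fully blocked by orthovanadate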
EphB4 ephrin blk: EphB4-ephrin-B2 interaction antagonism. P54760. EphB4 LBD / TNYL-RAW-Alexa532 peptide, fluorescence polarization. inhibition, % at 7 µM. 97,000 compounds, 0.15% hits. AID 720;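 active = inhibition above the screen-wide mean inhibition plus 3 SD, cut at about 15% in these data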;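 also: 0% = DMSO wells and 100% = excess unlabeled TNYL-RAW peptide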
PLK1 PBD inh: Plk1 (human) PBD binding inhibition | 97,000 compounds, 0.13% hits | inhibition, %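 (tested at about 20 µM)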 | P53350 | Plk1 PBD phosphopeptide binding, fluorescence polarization; in the data active = inhibition above about 34%, passing the limit was not always enough
FAK blocker: FAK (human) kinase inhibition; biochemical FAK kinase activity assay; inhibition, %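 (tested at 7 µM)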; 97,000 compounds, 0.84% hits; AID 727; in the data active = inhibition above about 19%;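 also: 0% = DMSO and 100% = reference compound high control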
Target sequence (Q05397 whole entry, looked up): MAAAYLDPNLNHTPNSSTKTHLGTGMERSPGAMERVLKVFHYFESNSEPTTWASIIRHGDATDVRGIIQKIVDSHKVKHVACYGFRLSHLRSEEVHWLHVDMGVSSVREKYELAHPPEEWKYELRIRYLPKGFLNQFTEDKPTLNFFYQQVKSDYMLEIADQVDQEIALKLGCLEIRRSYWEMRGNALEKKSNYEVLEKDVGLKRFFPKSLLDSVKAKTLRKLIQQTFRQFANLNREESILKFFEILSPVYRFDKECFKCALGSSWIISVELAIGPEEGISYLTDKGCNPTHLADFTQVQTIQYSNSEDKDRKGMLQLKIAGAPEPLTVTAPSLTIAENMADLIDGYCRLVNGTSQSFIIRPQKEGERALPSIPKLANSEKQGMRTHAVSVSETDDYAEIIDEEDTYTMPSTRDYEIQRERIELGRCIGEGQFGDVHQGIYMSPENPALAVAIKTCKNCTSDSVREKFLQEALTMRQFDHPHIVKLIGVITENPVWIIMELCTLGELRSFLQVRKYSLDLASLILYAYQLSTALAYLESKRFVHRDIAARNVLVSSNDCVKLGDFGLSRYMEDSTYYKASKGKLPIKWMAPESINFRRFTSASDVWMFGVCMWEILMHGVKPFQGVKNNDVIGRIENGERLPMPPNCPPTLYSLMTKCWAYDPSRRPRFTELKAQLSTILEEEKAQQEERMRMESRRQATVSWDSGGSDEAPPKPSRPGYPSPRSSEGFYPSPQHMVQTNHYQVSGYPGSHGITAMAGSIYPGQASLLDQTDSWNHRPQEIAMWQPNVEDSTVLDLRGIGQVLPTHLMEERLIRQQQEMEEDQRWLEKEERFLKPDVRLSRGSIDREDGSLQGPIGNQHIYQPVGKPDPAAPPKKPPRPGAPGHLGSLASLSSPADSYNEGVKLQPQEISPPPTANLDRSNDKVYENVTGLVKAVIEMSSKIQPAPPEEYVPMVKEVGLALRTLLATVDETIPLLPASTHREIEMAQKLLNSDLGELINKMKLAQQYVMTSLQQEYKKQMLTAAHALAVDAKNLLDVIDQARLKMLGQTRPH
F-actin modifier: modifiers of cytoskeleton assembly; HUVEC TNFa F-actin phalloidin imaging, high content; inhibition, % at 2 µM; 91,000 compounds, 0.18% hits;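 active = inhibition above the batch mean plus 3 SD and confirmed as a hit by visual image inspection, cut at about 30% in these data, passing the limit was not always enough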; also: strong numbers were not always called active
PLK1 inh: blocks human PLK1 kinase activity; P53350; recombinant PLK1 kinase, TR-FRET peptide phosphorylation; inhibition, % at 10 µM; 97,000 compounds, 0.53% hits;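 active = inhibition of 50% or more in the single-concentration screen; inactive = inhibition below 50%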;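 also: 0% = DMSO max control and 100% = H-89 dihydrochloride min control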
Numbers without * were called inactive; x = no result given.

Start of the data: the first two compounds, to show the layout:
canonical_smiles | LYP act | HIV Rev-RRE inh | PTK2B oligo ant | LYP inh 2 | EphB4 ephrin blk | PLK1 PBD inh | FAK blocker | F-actin modifier | PLK1 inh
CCOC(=O)c1c(NS(=O)(=O)c2cccc(OC)c2)sc2c1CCC2 | -9 | 13 | -0.34 | 5 | 6 | 2 | -7 | -6 | -12
O=C(c1ccccc1)N1CCSC1=S | 3 | 6 | 0.58 | -1 | 2 | -10 | -2 | 7 | -2

This part in full, previewed entries included:
canonical_smiles | LYP act | HIV Rev-RRE inh | PTK2B oligo ant | LYP inh 2 | EphB4 ephrin blk | PLK1 PBD inh | FAK blocker | F-actin modifier | PLK1 inh
CCOC(=O)c1c(NS(=O)(=O)c2cccc(OC)c2)sc2c1CCC2 | -9 | 13 | -0.34 | 5 | 6 | 2 | -7 | -6 | -12
O=C(c1ccccc1)N1CCSC1=S | 3 | 6 | 0.58 | -1 | 2 | -10 | -2 | 7 | -2
Cn1c(SCC(=O)c2ccccc2)nnc1-c1ccc(O)cc1 | 1 | 2 | -0.16 | 1 | 1 | 13 | 0 | x | 9
N#Cc1cn(Cc2cccc(Cl)c2)c2ccccc12 | 4 | 13 | -1.4 | -2 | 2 | 8 | 5 | 2 | 0
COc1ccc(NC(=O)CN(C2CCCCC2)S(C)(=O)=O)cc1OC | -12 | 6 | -0.4 | 15 | 0 | 8 | 4 | 4 | -14
O=C(O)C1CC(=O)N(c2ccc(OCc3ccccc3)cc2)C1 (stereo not given) | 4 | 7 | 2.2 | -6 | 7 | 19 | -1 | 13 | -1
C=CCSc1nnc(Cc2c(C)[nH]c3ccccc23)o1 | -1 | -1 | x | -1 | -9 | 2 | -5 | 6 | 6
CSc1nc(O)c(C2OC(=O)c3ccccc32)c(=O)[nH]1 (stereo not given) | 0 | 5 | 0.59 | -3 | 6 | -3 | 5 | x | -4
COc1ccccc1N1CCN(S(=O)(=O)c2ccc(Br)s2)CC1 | -8 | 8 | -0.73 | 9 | 0 | 14 | -1 | -3 | -16
CN1CCN(C(=O)c2ccccc2N(Cc2ccccc2)S(=O)(=O)c2ccccc2)CC1 | 6 | 0 | 0.22 | -9 | -10 | 12 | -1 | -25 | -14
O=C(COc1ccc(/C=N/NC(=O)c2cc3ccccc3o2)cc1Br)Nc1ccccc1 | -23 | -2 | 0.15 | 22 | -2 | -25 | 26* | -5 | -10
Cc1ccc(S(=O)(=O)c2nc(-c3ccco3)oc2SCC(=O)NCC2CCCO2)cc1 (stereo not given) | 9 | 10 | 1.2 | -6 | 5 | -4 | 12 | 16 | -11
Cc1ccc(O)c(-c2cc(C(=O)Nc3ccc(S(=O)(=O)N4CC(C)OC(C)C4)cc3)[nH]n2)c1 (stereo not given) | 8 | -4 | -0.49 | -4 | -12 | -4 | 0 | -17 | -10
CCC1C(=O)N=C(SCC(=O)Nc2ccccc2)NC1=O (stereo not given) | 24 | 6 | 0.26 | -24 | -6 | 12 | -3 | 3 | -13
CCCCOc1ccc(NC(=O)C2CC=CCC2C(=O)O)cc1 (stereo not given) | -4 | 4 | 0.36 | 2 | 0 | -20 | 2 | -11 | -13
O=C(NC1CC1)c1ccc(-c2nc3ccccc3s2)s1 | -7 | 7 | -0.94 | 6 | 1 | -9 | -1 | 25 | -5

3 entries already listed, arranged by molar mass, high to low.
canonical_smiles | LYP act | HIV Rev-RRE inh | PTK2B oligo ant | LYP inh 2 | EphB4 ephrin blk | PLK1 PBD inh | FAK blocker | F-actin modifier | PLK1 inh
CN1CCN(C(=O)c2ccccc2N(Cc2ccccc2)S(=O)(=O)c2ccccc2)CC1 | 6 | 0 | 0.22 | -9 | -10 | 12 | -1 | -25 | -14
CCC1C(=O)N=C(SCC(=O)Nc2ccccc2)NC1=O (stereo not given) | 24 | 6 | 0.26 | -24 | -6 | 12 | -3 | 3 | -13
O=C(NC1CC1)c1ccc(-c2nc3ccccc3s2)s1 | -7 | 7 | -0.94 | 6 | 1 | -9 | -1 | 25 | -5

Rewritten with values ahead of the structure: entries from further up.
LYP act | HIV Rev-RRE inh | PTK2B oligo ant | LYP inh 2 | EphB4 ephrin blk | PLK1 PBD inh | FAK blocker | F-actin modifier | PLK1 inh | Compound
24 | 6 | 0.26 | -24 | -6 | 12 | -3 | 3 | -13 | CCC1C(=O)N=C(SCC(=O)Nc2ccccc2)NC1=O (stereo not given)
-4 | 4 | 0.36 | 2 | 0 | -20 | 2 | -11 | -13 | CCCCOc1ccc(NC(=O)C2CC=CCC2C(=O)O)cc1 (stereo not given)

Next part:
canonical_smiles | LYP act | HIV Rev-RRE inh | PTK2B oligo ant | LYP inh 2 | EphB4 ephrin blk | PLK1 PBD inh | FAK blocker | F-actin modifier | PLK1 inh
CC(CCc1ccccc1)NC(=O)CSc1nnnn1C (stereo not given) | -8 | 1 | 0.38 | 4 | 0 | 9 | -6 | x | -11
O=C(c1cccs1)c1coc2ccc(O)cc12 | 0 | -7 | -1.4 | -4 | -2 | -26 | 5 | x | 6
Cc1ccc(Cn2nnc3c(=O)[nH]c(C4CCN(S(=O)(=O)c5cc(C)ccc5C)CC4)nc32)cc1 | -17 | 1 | -2 | 14 | -1 | -6 | 1 | x | -6
CCOc1ccccc1N1CCN(Cc2cccc(OC)c2OC)CC1 | -4 | 6 | -0.14 | 4 | 2 | 3 | 0 | x | -9
CC(=O)Nc1cccc(-c2csc(NCc3ccco3)n2)c1 | -1 | -4 | -0.03 | 1 | 7 | -2 | 7 | -33 | -14
CN(C)c1ccc(/C=[N+](\[O-])C2SC(=S)N(C)C2(C)C)cc1 (stereo not given) | -13 | 3 | -0.07 | 15 | 1 | -14 | 0 | -1 | -11
CC(C)NS(=O)(=O)c1ccc(OCC(=O)NCc2ccccc2)cc1 | -2 | 2 | 0.47 | 0 | 2 | -1 | 5 | x | 2
O=C1c2ccccc2-c2c1cccc2C(=O)N1CCCCC1 | -3 | 3 | 0.12 | 2 | -7 | -4 | 1 | -10 | -9
N#Cc1ccccc1-n1c(N)c(C(=O)N2CCCC2)sc1=S | -4 | 1 | 0.16 | 2 | 3 | -13 | -3 | 7 | -6
Cc1ccc(Oc2nc(-c3ccccc3)ncc2S(C)(=O)=O)cc1 | 1 | 3 | -0.15 | -4 | 0 | -11 | -1 | 11 | -8
CCCCN(CCCNC(=O)c1c(C)cc(=O)oc1C)c1ccccc1 | -3 | -3 | 0.12 | 1 | -2 | -1 | 9 | -14 | -2
CCc1nc(C)cn1S(=O)(=O)c1cc(OC)c(C)cc1C | -4 | 4 | 0.38 | 2 | -1 | -6 | 1 | 18 | -2
COC(=O)c1c(C)[nH]c(C)c1-c1ccccc1 | 11 | -3 | 0.82 | -14 | -7 | -30 | -2 | 11 | -7
CCCCCCCC1CC(CSc2ncn[nH]2)OC1=O (stereo not given) | 3 | 11 | -1.4 | -3 | 9 | 9 | 2 | 8 | -6
COc1ccc(/C=C/c2nc3sc4c(c3c(=O)o2)CCC4)cc1 | -8 | 2 | -2 | 10 | -8 | 11 | -2 | -1 | -15
CCN1CCN(C(=O)c2ccc(CS(=O)(=O)Cc3ccccc3F)o2)CC1 | 10 | 1 | 0.84 | -9 | -1 | -10 | 0 | -11 | -7

Next part
canonical_smiles | LYP act | HIV Rev-RRE inh | PTK2B oligo ant | LYP inh 2 | EphB4 ephrin blk | PLK1 PBD inh | FAK blocker | F-actin modifier | PLK1 inh
O=C(C1CCN(C2CC(=O)N(c3cccc(Cl)c3)C2=O)CC1)N1CCCCCC1 (stereo not given) | 1 | 12 | 0.45 | -2 | 5 | 8 | 0 | 7 | -12
CC1CN=C(N(C(=O)Nc2ccccc2)C(C)C)S1 (stereo not given) | 11 | 0 | 0.43 | -12 | 4 | -16 | -1 | -4 | -12
O=S(=O)(Nc1ccc(-c2nc3ccccc3o2)cc1)c1ccccc1 | 8 | 13 | -3.5* | -9 | -8 | 9 | -16 | -4 | 0
N#CC1=C(SCc2ccccc2)NC(=O)C(C#N)C12CCCC2 (stereo not given) | -10 | 0 | 1.2 | 9 | 1 | 3 | -3 | 14 | -13
O=C(CNS(=O)(=O)c1ccccc1Br)OCC(=O)N1CCc2ccccc21 | 9 | 0 | 0.37 | -9 | -2 | -6 | 1 | -14 | -10
COCCOC(=O)C1=C(C)NC(=O)NC1c1ccc(Cl)cc1 (stereo not given) | -11 | 1 | 0.32 | 8 | -3 | 5 | 1 | -5 | -4
COc1ccccc1CN1CC(C(=O)N2CCN(c3ccc(F)cc3)CC2)CC1=O (stereo not given) | 1 | 3 | -0.05 | -9 | -6 | -26 | 1 | -9 | -14
CCOC(=O)C(CC(=O)O)N1CCCCC1 (stereo not given) | -3 | 9 | 1 | 1 | 1 | -14 | 0 | -6 | -1
COC(=O)c1cccnc1NC(=S)NNC(=O)c1ccncc1 | -4 | 5 | 0.75 | 3 | -5 | -15 | -2 | -13 | -8
CCOc1nc(-c2ccccc2O)nc2ccccc12 | 12 | 2 | 1.9 | -21 | 1 | -9 | 10 | -2 | -12
COc1cccc(OC)c1NC(=O)Cc1nn(C)c(=O)c2ccccc12 | -5 | 7 | -0.45 | 6 | 3 | -34 | -4 | 49 | -3
Cc1ccc(/C=C/C(=O)O)cc1S(=O)(=O)NCCCC(=O)O | 2 | -2 | -0.04 | 3 | -2 | 24 | -3 | 0 | -20
O=c1nc(N2CCCCC2)nc2n1CCO2 | 3 | 7 | 0.16 | -7 | -6 | 20 | -2 | 1 | -11
CCOC(=O)c1[nH]c2cc(OC)c(OC)cc2c1NC(=O)c1nonc1C | 1 | 7 | 0.84 | -2 | 5 | -12 | 9 | -69 | -5
N#CC(c1ccc(Cl)cc1)c1ccc(Cl)nn1 (stereo not given) | -11 | 7 | -0.42 | 12 | 2 | -5 | -1 | -10 | -5
CCCCC(=O)Nc1cccc(NC(=O)CC)c1 | -7 | 11 | -0.09 | 6 | 2 | -8 | -1 | -8 | -3
O=C(O)c1csc(Br)c1Br | -9 | 6 | 0.66 | 8 | -1 | -7 | -3 | 9 | 3
O=P(O)(CN1CCCCCC1)CN1CCCCCC1 | 2 | 8 | x | 2 | -5 | -25 | -4 | -14 | -11
CC1=CCC2C(=O)N(c3nc(C)cc(C)n3)C(=O)C2C1 (stereo not given) | -5 | 15 | -0.88 | 2 | 5 | 5 | 1 | 12 | -13
COc1cccc(C(C#N)N2CCOCC2)c1 (stereo not given) | 8 | 14 | 0.5 | -7 | 22* | -47 | -2 | x | -14
CCc1ccc(N(CC(=O)NC2CCCCC2)S(=O)(=O)c2c(C)noc2C)cc1 | x | -1 | x | x | 1 | 12 | -7 | x | 74*
O=C(c1ccc(C#Cc2ccccc2)o1)N1CCN(c2ccccn2)CC1 | -6 | 3 | -2 | 5 | 3 | -8 | -10 | -1 | 3
CCOCCCNC(=O)c1ccccc1Br | 12 | 6 | 1.2 | -17 | -4 | 2 | 4 | -7 | -7
Cc1nn(C)cc1/C=N/NC(=O)C(C)(C)Oc1ccc(Cl)cc1 | -5 | 4 | 0.66 | 1 | 3 | 6 | 1 | -3 | -15
O=[N+]([O-])c1ccc(-c2nnc(CSc3nc(-c4ccccc4)nc4ccc(F)cc34)o2)cc1 | 11 | 4 | x | -12 | -4 | -20 | 0 | x | -9
